SMN2 splice enh – enhancers of SMN2 splice variant expression. Potency, µM (highest dose often 46.1 µM), for inactives: at the top dose activity change, positive = activation, most hits filed as activators. AID 1458. actives 2.8% (n = 210,000). HEK293 SMN2-luciferase splicing reporter, luminescence, 30-36 h; further: % of control where 0% means no effect; nearly all actives have a fitted effect of over 55% in size
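HEK293 cells carry an SMN2 minigene-luciferase reporter in which exon 7 inclusion puts luciferase in frame. Cells were seeded at 2000 cells/well, attached for 10-12 hours, then exposed to compounds for 30-36 hours at 37C before ONE-Glo luminescence.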
GAA spleen mod – inhibitors or activators of human alpha-glucosidase in spleen homogenate | human spleen homogenate, 4-MU-alpha-glucoside fluorescence | Potency, µM (top dose mostly 79.9 µM), without a hit: at the top dose activity change, negative = inhibition, usual class: inhibitors | actives 0.006% (n = 240,000) | AID 2112;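 further: 0% = enzyme with vehicle and -100% = no enzyme basal signal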
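Compounds were titrated against alpha-glucosidase in spleen homogenate at pH 5.0, with 1 mM 4-methylumbelliferyl substrate for 40 min at 37 C. Reactions were quenched with pH 10 NaOH/glycine and fluorescence measured.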
RGS12 GoLoco inh – inhibitors of human Gai1-RGS12 GoLoco interaction (red fluorophore); P63096; Gai1:RGS12 GoLoco peptide FP, rhodamine, 10 min; Potency, µM (series often up to 61.6 µM), for the others: top-dose activity, negative = inhibition, actives largely listed as inhibitors; actives 0.44% (n = 230,000); AID 880; active means well fitted inhibition curve with a large enough effect, not every such curve was filed as active; inactive means no such curve, though single readings can be large or run the other way; further: on the % scale 0 is the no-effect control and ±100 the full control effect; nearly all actives have a fitted effect of over 30% in size; many of its hits are not listed in these tables
Target sequence (P63096 whole entry, looked up): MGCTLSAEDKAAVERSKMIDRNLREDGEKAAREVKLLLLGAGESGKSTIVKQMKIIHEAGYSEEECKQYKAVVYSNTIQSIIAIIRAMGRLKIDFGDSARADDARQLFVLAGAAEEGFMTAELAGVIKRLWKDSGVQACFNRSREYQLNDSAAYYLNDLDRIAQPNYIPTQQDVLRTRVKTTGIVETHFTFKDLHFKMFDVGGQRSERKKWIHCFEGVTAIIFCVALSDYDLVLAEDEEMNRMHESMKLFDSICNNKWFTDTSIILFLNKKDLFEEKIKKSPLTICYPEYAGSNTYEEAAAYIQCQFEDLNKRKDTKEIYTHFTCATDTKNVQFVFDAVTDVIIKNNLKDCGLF
KDM4E inh – JMJD2E (human) inhibition. actives 1.6% (n = 230,000). JMJD2E catalytic domain, FDH-coupled NADH fluorescence (FDH is formaldehyde dehydrogenase). B2RXH2. Potency, µM (titrated, usually from 57.1 µM), without a hit: at the top dose activity change, negative = inhibition, actives largely listed as inhibitors; active means well fitted inhibition curve with a large enough effect, not every such curve was filed as active; inconclusive means small, poorly fitted or top-dose-only effect, or another doubt; inactive means no such curve, though single readings can be large or run the other way;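 further: 0% = wells with enzyme and -100% = buffer wells without enzyme; nearly all actives have a fitted effect of over 50% in size; many of its hits are not listed in these tables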
Target sequence (B2RXH2 1-337 limits assumed): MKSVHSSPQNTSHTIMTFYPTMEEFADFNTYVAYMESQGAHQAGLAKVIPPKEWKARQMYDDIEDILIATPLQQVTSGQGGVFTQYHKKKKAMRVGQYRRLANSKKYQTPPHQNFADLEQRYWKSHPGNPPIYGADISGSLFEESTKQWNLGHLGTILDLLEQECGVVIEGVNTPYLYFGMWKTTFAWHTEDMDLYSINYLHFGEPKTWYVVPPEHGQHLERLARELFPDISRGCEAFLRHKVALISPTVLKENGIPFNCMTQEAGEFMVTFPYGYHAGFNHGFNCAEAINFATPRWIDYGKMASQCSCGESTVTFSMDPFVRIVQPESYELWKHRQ
ALDH1A1 block – inhibitors of human aldehyde dehydrogenase 1A1; Purified ALDH1A1, NADH fluorescence, propionaldehyde substrate; Potency, µM (top dose mostly 75.3 µM), for the others: at the top dose activity, negative = inhibition, hits mostly inhibitors; actives 7.3% (n = 220,000); AID 1030; active means well fitted inhibition curve with a large enough effect, not every such curve was filed as active; inconclusive means small, poorly fitted or top-dose-only effect, or another doubt; inactive means no such curve, though single readings can be large or run the other way;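 further: plate controls were no enzyme wells and a reference inhibitor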
aGal spleen mod – inhibitors or activators of human alpha-galactosidase in spleen homogenate; P06280; human spleen homogenate, 4MU-alpha-Gal fluorescence, 40 min; Potency, µM (titrated, usually from 80 µM), for the others: top-dose activity change, negative = inhibition, actives largely listed as inhibitors; actives 0.008% (n = 240,000); AID 2107;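 further: 0% = enzyme with vehicle and -100% = no enzyme basal signal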
Target sequence (P06280 32-429 limits assumed): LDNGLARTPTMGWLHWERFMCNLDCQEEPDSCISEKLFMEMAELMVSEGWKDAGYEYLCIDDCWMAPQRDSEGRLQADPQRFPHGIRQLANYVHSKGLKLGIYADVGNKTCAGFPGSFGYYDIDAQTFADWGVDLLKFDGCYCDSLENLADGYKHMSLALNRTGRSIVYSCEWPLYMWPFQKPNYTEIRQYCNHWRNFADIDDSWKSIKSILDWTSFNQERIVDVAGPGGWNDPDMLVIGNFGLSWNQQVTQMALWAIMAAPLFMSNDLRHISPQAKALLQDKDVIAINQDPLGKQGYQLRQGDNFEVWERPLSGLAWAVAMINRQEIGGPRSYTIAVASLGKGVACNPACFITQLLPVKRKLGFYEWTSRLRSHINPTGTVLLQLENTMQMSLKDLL
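Human spleen homogenate (1 ug) as enzyme source, 4-methylumbelliferyl-alpha-D-galactopyranoside 1 mM final, citrate/phosphate pH 5.0 with 0.01% Tween-20. Compounds 40 min at 37C, NaOH/glycine stop; fluorescence Ex 365/Em 440, Hill-fit AC50.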
GAA glycogen mod – inhibitors or activators of human alpha-glucosidase glycogen cleavage | P10253 | recombinant GAA, glycogen substrate, Amplex Red glucose oxidase fluorescence | Potency, µM (titrated, usually from 76.4 µM), for inactives: at the top dose activity change, negative = inhibition, hits mostly inhibitors | actives 0.38% (n = 300,000) | AID 2100;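 further: 0% = full enzyme reaction and -100% = no-enzyme basal signal; the screen sought inhibitors and activators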
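Recombinant human alpha-glucosidase (4 nM final) hydrolysed bovine liver glycogen (30 ug) for 40 min at 37 C in pH 5.0 citrate/phosphate with 0.01% Tween-20. Released glucose detected by glucose oxidase/Amplex Red, Ex 573/Em 610 nm. Compounds up to 77 uM; AC50 from Hill fits.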
GAA inh – inhibitors of human lysosomal alpha-glucosidase | P10253 | purified human GAA, 4-MU-alpha-glucoside fluorescence | Potency, µM (highest dose often 76.9 µM), for the others: top-dose activity change, negative = inhibition, actives largely listed as inhibitors | actives 0.005% (n = 200,000);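 further: plate controls were uninhibited enzyme wells for no effect and no-enzyme background for full effect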
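Human alpha-glucosidase, 4 nM, pre-mixed with test compounds before 400 uM 4-methylumbelliferyl substrate; 20 min room temperature at pH 5.0. Fluorescence read after pH 10 stop; AC50 values from Hill-equation fits.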
* marks the source's active call; other numbers are inactive results; ? = inconclusive; / = no result given; [ ] = another dose, or the depositor's remark. Unless noted, the call rests on the fitted dose curve; in most records, active means well fitted curve in the direction sought with a large enough effect; inconclusive means small, poorly fitted or top-dose-only effect, or another doubt; inactive means no such curve, though single readings can be large; an effect the other way counts as inactive or inconclusive. Potency means the concentration at half of the fitted maximal effect.

SMILES	SMN2 splice enh	GAA spleen mod	RGS12 GoLoco inh	KDM4E inh	ALDH1A1 block	aGal spleen mod	GAA glycogen mod	GAA inh
Cc1ccc(Nc2nnc(SCC(=O)Nc3cc(C(=O)O)ccc3C)s2)c(C)c1	/	-0.1%	16.4%	8.1%	5.1%	1.5%	6.0%	0.3%
Cc1cccc(C(=O)N[C@H](C(=O)Nc2nccs2)C(C)C)c1	/	-1.5%	/	-2.1%	-9.2%	-4.8%	0.8%	2.6%
COC(=O)C(C)Sc1ccc2nnc(CCNS(=O)(=O)c3ccc(C)cc3)n2n1 (configuration not stated)	-52.5%[inhibitor]	-0.2%	-4.0%	?	?	1.0%	-10.3%	0.3%
COc1ccc(-c2nnc(NC(=O)CSc3ccc(Cl)cc3)s2)cc1OC	?	-6.5%	10.5%	8.1%	8.3%	-10.0%	-0.2%	-5.5%
CCOC(=O)C(NCc1ccccc1)(NC(=O)c1ccccc1)C(F)(F)F (configuration not stated)	2.2%	4.4%	-0.3%	-6.3%	-15.7%	3.8%	-0.2%	-4.1%
CC(=O)N1CCN(CC(=O)Nc2ccc(SC(F)F)cc2)CC1	0.8%	-0.4%	-37.1%	1.3%	-4.6%	4.9%	5.9%	1.1%
CC1(C)c2ccccc2N2CC(=O)N[C@@]21/C=C/C=C/c1ccccc1	/	-4.5%	8.8%	4.1%	/	3.0%	-3.3%	/
Nc1nc(SCC(=O)Nc2ccccc2Sc2ccc(Cl)cc2)n[nH]1	-44.7%[inhibitor]	-1.9%	-21.9%	0.6%	-6.5%	1.4%	5.1%	-13.4%
COC(=O)C1=C2SC(C)C(=O)N2C(N)=C(C#N)C1c1cc(OC)c(OC)c(OC)c1 (configuration not stated)	-6.5%	2.3%	1.6%	-28.3%	1.3%	-0.2%	?	2.5%
Cc1ccc(C(=O)OCC(=O)NCc2ccco2)s1	17.6%	4.1%	11.8%	-1.6%	-12.2%	8.2%	5.4%	-5.2%
COC(=O)COc1ccccc1/C=C1/NC(=O)NC1=O	2.9%	5.2%	-5.2%	-0.9%	5.9%	2.9%	1.2%	-1.5%
O=C(/C=C/c1ccccc1)OCc1cncs1	7.2%	-7.0%	5.6%	-2.6%	5.1%	10.8%	-12.8%	8.7%
O=C(CNC(=O)Cc1ccccc1)NCC(=O)OCC(=O)c1ccc(F)cc1	-2.9%	0.9%	2.1%	3.2%	-1.0%	4.7%	-29.7%	4.5%
COc1cc(CNc2ccc(CNc3ncn[nH]3)cc2)ccc1OCc1ccccc1	-51.5%[inhibitor]	-0.2%	-16.8%	-3.5%	8.1%	14.8%	-9.8%	3.4%
COc1ccc(OC)c(C(c2nnnn2CC2CCCO2)N2CCN(C3CCCC3)CC2)c1 (configuration not stated)	-0.9%	0.5%	-2.3%	-4.2%	?	-7.6%	5.9%	-6.5%
COc1ccc(S(=O)(=O)n2ccc(C)n2)cc1C	-8.0%	-1.2%	-6.5%	3.3%	2.9%	3.3%	2.6%	-3.3%
CCCCN(C(=O)CSc1nnc(-c2ccc(OC)cc2)n1C(C)C)c1c(N)n(Cc2ccccc2)c(=O)[nH]c1=O	-13.5%	-3.4%	-3.2%	9.3%	3.7%	-0.7%	-6.4%	5.3%
CCOC(=O)C1CCN(c2ncnc3c2cnn3-c2ccccc2)CC1	17.9%	-2.5%	9.3%	3.6%	?	2.5%	5.1%	-2.5%
CCCC(c1nnnn1C1CCCC1)N1CCN(C(=O)c2ccco2)CC1 (configuration not stated)	-18.5%	-6.1%	-8.1%	-24.2%	?	-5.9%	2.3%	-1.3%
Cc1ccc(C)c(NC(=O)CN(C)C(=O)c2nn(C)c(=O)c3ccccc23)c1	2.0%	-28.1%	3.7%	0.1%	-5.1%	-3.2%	4.3%	-1.5%
COc1cc(CN2CCCC(CCC(=O)NCc3ccc(C)o3)C2)cc2c1OCO2 (configuration not stated)	/	6.8%	29.4%	-2.1%	0.3%	1.0%	15.9%	-3.1%
Cc1ccc(S(=O)(=O)NC(=O)NCc2ccc(Cl)cc2)cc1	-7.5%	5.1%	4.7%	-1.3%	-5.3%	0.9%	-4.2%	2.5%
Cc1ccc(C2CC(=O)C(C=NCCN3CCN(C(=S)Nc4ccccc4)CC3)=C(O)C2)cc1 (configuration not stated)	-6.2%	-6.7%	16.7%	8.5%	-11.8%	-7.8%	-3.8%	-11.5%[15.4 µM]
CCc1nnc(NC(=O)CSc2nnc(-c3ccoc3C)n2-c2cccc(C)c2)s1	-1.3%	-4.8%	6.6%	3.1%	?	-2.3%	12.4%	?
COC(=O)c1cc2c(cc1NC(=O)CSCCc1ccccn1)OCO2	-12.4%	-4.2%	-15.7%	?	?	-2.8%	1.2%	-27.6%

Reprinted from the part before: 3 entries; new compounds follow.
SMILES	SMN2 splice enh	GAA spleen mod	RGS12 GoLoco inh	KDM4E inh	ALDH1A1 block	aGal spleen mod	GAA glycogen mod	GAA inh
Cc1ccc(C2CC(=O)C(C=NCCN3CCN(C(=S)Nc4ccccc4)CC3)=C(O)C2)cc1 (configuration not stated)	-6.2%	-6.7%	16.7%	8.5%	-11.8%	-7.8%	-3.8%	-11.5%[15.4 µM]
CCc1nnc(NC(=O)CSc2nnc(-c3ccoc3C)n2-c2cccc(C)c2)s1	-1.3%	-4.8%	6.6%	3.1%	?	-2.3%	12.4%	?
COC(=O)c1cc2c(cc1NC(=O)CSCCc1ccccn1)OCO2	-12.4%	-4.2%	-15.7%	?	?	-2.8%	1.2%	-27.6%
Nc1nc2ccc(C(=O)Nc3ccccc3)cc2s1	/	0.2%	/	1.1%	?	-3.4%	-14.2%	1.0%
COc1ccc(C=O)cc1COc1ccccc1F	-8.5%	-0.8%	11.9%	0.3%	?	2.3%	-0.4%	-14.4%
COC1CCCCC1NS(=O)(=O)c1ccc(Cl)cc1 (configuration not stated)	-5.3%	-2.8%	8.4%	-5.1%	-2.7%	-0.9%	9.0%	-13.8%
CCOc1ccccc1NC(=O)c1ccc(S(=O)(=O)N2CCOCC2)cc1	-8.4%	-7.6%	6.5%	3.7%	10.9%	-1.9%	-1.5%	-8.2%
O=Cc1c[nH]c2ccc(S(=O)(=O)N3CCOCC3)cc12	-19.9%	1.3%	2.2%	2.3%	-15.2%	-14.6%	-7.4%	-14.5%
O=S(=O)(c1ccc(Cl)s1)N1CCN(C/C=C/c2ccccc2)CC1	-28.9%	12.7%	-7.0%	?	?	15.6%	-17.6%	?
COC(=O)C1CCN(c2cc(Cl)nc(N)n2)CC1	5.6%	/	-0.9%	4.4%	13.4%	-0.9%	0.4%	0.2%
CCCC(=O)C1=C(O)C(C(=O)OC)C(C)(C)CC1=NCCc1ccc(OC)c(OC)c1 (configuration not stated)	/	-3.5%	1.2%	0.3%	2.6%	-1.1%	-17.5%	?
O=S(=O)(c1cccc(-c2nnc(-c3cccnc3)o2)c1)N1CCCCC1	-5.6%	-10.3%	2.6%	0.7%	-0.5%	-8.4%	-0.8%	-13.9%
O=C(COc1ccccc1)Nc1ccc(Cl)c(-c2nc3ncccc3o2)c1	4.9%	-21.6%	7.9%	3.6%	2.2%	-28.5%	3.6%	0.6%
O=C(NCN1CCN(CCO)CC1)c1cnccn1	-4.8%	-3.9%	-7.7%	13.4%	5.9%	-9.2%	6.9%	1.5%
Cc1ccc(S(=O)(=O)N2CCC(=O)N(C(COCc3cccc(C)c3)Cc3ccccc3)CC2)cc1 (configuration not stated)	-20.4%	-3.6%	-0.8%	8.2%	?	-2.3%	-5.6%	?
O=C(CCCn1ncn2c(cc3occc32)c1=O)N1CCc2ccccc2C1	?	2.1%	0.5%	?	-8.6%	0.1%	-4.0%	-4.8%
CCOC(=O)c1ccc(NC(=O)CC2Sc3ncnn3C2=O)cc1 (configuration not stated)	-2.4%	-20.6%	-17.2%	1.78µM*	1µM*	5.5%	-2.0%	-1.4%
Cc1cccc(Nc2ncnc(N)n2)c1	/	1.0%	3.9%	1.8%	2.7%	3.6%	-3.9%	/
O=C(Cc1nc2ccccc2[nH]1)NCc1ccco1	0.8%	-15.2%	4.7%	?	?	-17.3%	8.9%	-3.3%
CN(C)C(=O)N1CCN(C(=O)N2CCOCC2)CC1	3.3%	-13.8%	-9.3%	6.2%	-3.0%	-7.6%	-2.5%	-9.2%
COc1ccc(Cl)cc1N1C(=O)CC(N2CCc3ccccc32)C1=O (configuration not stated)	-9.2%	-4.3%	5.1%	-9.4%	?	5.2%	?	3.9%
COC(=O)C1CCN(C(=O)COc2cc3sc(C)nc3c3sccc23)CC1	/	0.2%	0.1%	-8.1%	11.2µM*	1.0%	-7.7%	-2.2%
O=C(CCCN1C(=O)/C(=C/c2ccccc2Cl)SC1=S)NNC(=O)c1ccccc1	-29.3%	0.7%	27.2%	4.7%	4.9%	-0.5%	14.2%	?
CCC[N+](CC#Cc1ccccc1)(CCC)CC(=O)c1ccc(Cl)cc1	-18.4%	-0.7%	-1.7%	?	-6.5%	-3.9%	-1.2%	1.0%
O=S(=O)(c1ccc(Br)s1)N1CCN(c2ccnc3cc(Cl)ccc23)CC1	/	-14.8%	-13.7%	-21.0%	?	2.6%	-17.9%	-12.0%
CCNC(=S)N(CCc1c(C)[nH]c2ccc(C)cc12)Cc1ccco1	-64.9%[inhibitor]	3.1%	36.5%[activator]	-2.0%	?	4.7%	-5.3%	-6.8%
CN1CCN2c3ccccc3Cc3ccccc3[C@@H]2C1	-8.9%[20.6 µM]	3.7%	8.6%	?	2.5%	-3.7%	/	/
CC(C)COC(=O)c1ccc(N2C(=O)c3ccccc3C2=O)cc1	-42.3%	5.7%	-8.3%	-3.5%	-13.6%	4.6%	3.2%	-1.8%
Cc1ccc(-n2c(N)c(C(N)=O)sc2=S)c(C)c1	/	-3.2%	/	4.6%	7.5%	9.6%	4.9%	5.9%
CCOc1ccc(C(=O)Nc2ccc(N3CCN(S(C)(=O)=O)CC3)cc2)cc1[N+](=O)[O-]	-7.0%	-0.8%	9.0%	-8.3%	10.1%	-4.6%	21.9%	?
CCOCC(=O)Nc1cccc(SC)c1	13.5%	3.9%	-0.4%	9.3%	-5.1%	6.7%	1.4%	-4.5%
O=C(c1ccncc1)N1CCN(C(=O)c2ccco2)CC1	20.4%	2.4%	-8.0%	3.7%	-3.4%	5.2%	0.2%	-5.8%

A portion of the library; the hit share may differ from the screen's.
